APJ agonist = APJ receptor agonism | activation, % at 20 µM | AID 2520 | 330,000 tested, 0.11% active | CHO-K1 APJ PathHunter beta-arrestin, luminescence; 0% DMSO wells, 100% apelin;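 active = activation more than six SD over the plate average, tested at 20 µM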;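 also: 0% = DMSO alone and 100% = apelin-13 at 10 nM; some results filed as inactive read as strong as hits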
Target sequence (P35414 whole entry, looked up): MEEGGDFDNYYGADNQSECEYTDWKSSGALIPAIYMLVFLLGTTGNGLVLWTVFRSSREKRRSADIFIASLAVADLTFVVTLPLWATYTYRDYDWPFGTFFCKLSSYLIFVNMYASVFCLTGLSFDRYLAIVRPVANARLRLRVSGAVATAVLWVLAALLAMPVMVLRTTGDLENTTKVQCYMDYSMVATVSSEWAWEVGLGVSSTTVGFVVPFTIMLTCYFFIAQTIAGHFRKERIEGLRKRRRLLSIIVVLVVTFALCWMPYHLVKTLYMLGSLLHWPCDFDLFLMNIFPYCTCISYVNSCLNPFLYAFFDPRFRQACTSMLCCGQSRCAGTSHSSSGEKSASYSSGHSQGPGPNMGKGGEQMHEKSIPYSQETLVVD
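Assay system: engineered CHO-K1 APJ arrestin reporter cells; Amount: 1000 CHO-K1 reporter cells seeded per well; Dosing: one dose, 20 µM compound, 1% DMSO; Times: compound stimulation 90 min at 25 °C, detection 60 min; Measured by: luminescent beta-gal fragment complementation, chemiluminescent substrate; Read-out: APJ–arrestin association signal; Controls: DMSO vs Apelin-13 10 nM.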
MPTP inh = blocks calcium-induced mitochondrial swelling | inhibition, % at 10 µM | 360,000 tested, 1.4% active | isolated mouse mitochondria, Ca2+ swelling absorbance, 30 min | AID 602449;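 active = inhibition of 50% or more, scaled per plate between neutral and stimulator controls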;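 also: 0% = DMSO wells given calcium and 100% = 1 mM EGTA wells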
tim23-1 inh = growth inhibitors of tim23-1 mutant yeast | S. cerevisiae tim23-1 growth, BacTiter-Glo luminescence, 24 h | 330,000 tested, 1.3% active | AID 463212 | inhibition, % at 20 µM;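 active = growth inhibition of the mutant yeast at or above 50%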;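 also: temperature-sensitive mutant grown at 25 °C; plate controls were DMSO-treated mutant yeast for no effect and medium wells lacking yeast for full effect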
APJ antag = APJ receptor antagonism; 330,000 tested, 0.32% active; AID 2521; CHO-K1 APJ beta-arrestin complementation, luminescence; inhibition, % at 20 µM;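 active = inhibition above about 40% at 20 µM, limit read from the data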;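 also: cells challenged with 10 nM apelin-13 agonist together with compound; plate controls were apelin-13 plus DMSO wells for no effect and DMSO wells lacking apelin-13 for full effect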
TIM10 inh = TIM10 yeast growth inhibition; S. cerevisiae TIM10 strain growth, BacTiter-Glo luminescence, 24 h; inhibition, % at 10 µM; 330,000 tested, 1.4% active; AID 463195;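 active = inhibition of 40% or more at the single tested concentration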;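 also: wild-type TIM10 isogenic control strain grown at permissive 25 °C; 0% = DMSO yeast wells and 100% = minimal medium wells without yeast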
tim10-1 inh = inhibits growth of tim10-1 mutant yeast; 330,000 tested, 2.2% active; S. cerevisiae tim10-1 ts strain growth, BacTiter-Glo, 24 h; inhibition, % at 20 µM;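 active = inhibition of at least 40%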;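 also: mutant grown at 25 °C; 0% = DMSO wells with yeast and 100% = wells holding no yeast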
NLRP3 yeast inh = inhibitors of NALP3 inflammasome in yeast. 330,000 tested, 0.39% active. Yeast reconstituted NLRP3/ASC/caspase-1, beta-gal luminescence, 24 h. inhibition, % at 10 µM;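 active = inhibition of 50% or more; inactive = inhibition below 50%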;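 also: plate controls were induced DMSO wells for no effect and uninduced yeast grown without galactose for full effect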
GRIN3A LBD mod = NR3A (human) ligand-binding domain modulation | NR3A LBD differential scanning fluorimetry, Tm shift; 0% = protein alone, 100% = glycine-bound protein | Tm shift relative to glycine control, % at 25 µM | 340,000 tested, 2.5% active;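 active = melting temperature shift of at least 10% of the positive control shift, at one fixed dose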
MIN6 prolif = MIN6 beta-cell proliferation induction; AID 2380; 330,000 tested, 0.29% active; MIN6 cells proliferation, ATPlite luminescence, 48 h; cells starved in 0.2% serum; 100% = growth in 10% serum; proliferation, % at 10 µM;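 active = compounds whose signal lies at least 3.5 SD above the mean of all wells on their plate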;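 also: 0% = DMSO-treated cells in low-serum medium and 100% = 10% serum control; some compounds called inactive have numbers as strong as hits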
* marks the source's active call; other numbers are inactive results.

COCc1nc2ccccc2n1CCOc1ccccc1OC was read as APJ agonist 2, MPTP inh 0.2, tim23-1 inh -2, APJ antag 0, TIM10 inh 12, tim10-1 inh 19, NLRP3 yeast inh 10, GRIN3A LBD mod -1 and MIN6 prolif 0.
For COC(=O)c1nn(-c2ccc(OC)cc2)ccc1=O the results were APJ agonist -2, MPTP inh 0.6, tim23-1 inh 7, APJ antag -9, TIM10 inh 10, tim10-1 inh 24, NLRP3 yeast inh 7, GRIN3A LBD mod 2 and MIN6 prolif 1.
`CN(c1ccccc1C(=O)O)S(=O)(=O)c1ccc2c3c(cccc13)C(=O)N2` gave APJ agonist -1, MPTP inh -5.2, tim23-1 inh 4, APJ antag -8, TIM10 inh 1, tim10-1 inh -10, NLRP3 yeast inh 9, GRIN3A LBD mod -2 and MIN6 prolif 0.
Screening CCCc1nn(C(=O)c2ccccc2)c2c1C(=O)CC(C)(C)C2 returned APJ agonist 1, MPTP inh 0.7, tim23-1 inh -10, APJ antag 7, TIM10 inh 1, tim10-1 inh -4, NLRP3 yeast inh 28, GRIN3A LBD mod 1 and MIN6 prolif -1.
Screening CCCCc1ncc(CN2CCN(Cc3ccc(C)cc3)C(CCO)C2)[nH]1 (centres undefined) returned APJ agonist -1, MPTP inh 0.4, tim23-1 inh -16, APJ antag 4, TIM10 inh -35, tim10-1 inh -5, NLRP3 yeast inh 3, GRIN3A LBD mod -2 and MIN6 prolif 0.
Screening N#Cc1c(N)c(C(=O)c2ccccc2)n2ccccc12 returned APJ agonist -4, MPTP inh 2.3, tim23-1 inh 2, APJ antag -18, TIM10 inh -12, tim10-1 inh -4, NLRP3 yeast inh 33, GRIN3A LBD mod 0 and MIN6 prolif 2.
Cc1ccc(NC(=O)NC(=O)CN2CCCC2c2ccc3c(c2)OCCO3)cc1C (centres undefined) was read as APJ agonist -1, MPTP inh 1.3, tim23-1 inh 49, APJ antag 0, TIM10 inh 16, tim10-1 inh 25, NLRP3 yeast inh 45, GRIN3A LBD mod 5 and MIN6 prolif -4.
For CN(C(=O)CSc1nnc(-c2n[nH]c3ccccc23)o1)c1ccccc1 the results were APJ agonist 0, MPTP inh 1.9, tim23-1 inh 17, APJ antag -1, TIM10 inh 17, tim10-1 inh 36, NLRP3 yeast inh 15, GRIN3A LBD mod 0 and MIN6 prolif 0.
Screening CC(C)NS(=O)(=O)c1ccc(NC(=S)NC(=O)c2cccc([N+](=O)[O-])c2)cc1 returned APJ agonist 0, MPTP inh 1.9, tim23-1 inh 23, APJ antag 5, TIM10 inh 19, tim10-1 inh 17, NLRP3 yeast inh 23, GRIN3A LBD mod 13* and MIN6 prolif 0.
CCCn1cccc(C(=O)Nc2ccc(OC)cc2)c1=O was read as APJ agonist -2, MPTP inh -1.4, tim23-1 inh 24, APJ antag 2, TIM10 inh 1, tim10-1 inh 23, NLRP3 yeast inh 14, GRIN3A LBD mod 3 and MIN6 prolif -3.
`O=C(Cc1ccc([N+](=O)[O-])cc1)Nc1ccc(Cl)cc1` gave APJ agonist 2, MPTP inh 68*, tim23-1 inh 4, APJ antag -16, TIM10 inh 2, tim10-1 inh -2, NLRP3 yeast inh 16, GRIN3A LBD mod -3 and MIN6 prolif -1.
CC1Cc2ccccc2N1CC(=O)NC(=O)NC(C)(C)C (centres undefined) was read as APJ agonist 1, MPTP inh -2.4, tim23-1 inh 9, APJ antag 7, TIM10 inh -5, tim10-1 inh 13, NLRP3 yeast inh -3, GRIN3A LBD mod -1 and MIN6 prolif 2.
Screening CNC(=S)Nc1ccc(OC(F)(F)F)cc1 returned APJ agonist -1, MPTP inh 42, tim23-1 inh 15, APJ antag 0, TIM10 inh 9, tim10-1 inh 13, NLRP3 yeast inh 10, GRIN3A LBD mod -2 and MIN6 prolif -5.
`CC(=O)N1CCC2(CC1)C(C#N)=C(N)Oc1n[nH]c(C)c12` gave APJ agonist -4, MPTP inh -0.6, tim23-1 inh 5, APJ antag 16, TIM10 inh 9, tim10-1 inh 19, NLRP3 yeast inh -3, GRIN3A LBD mod 1 and MIN6 prolif 3.
O=C1CCc2cc(S(=O)(=O)N3CCC(C(=O)NCCC4=CCCCC4)CC3)ccc2N1 was read as APJ agonist 7, MPTP inh -1.4, tim23-1 inh -8, APJ antag 2, TIM10 inh -5, tim10-1 inh -10, NLRP3 yeast inh -4, GRIN3A LBD mod 0 and MIN6 prolif 1.
COc1ccc(C(C(=O)NC(C)(C)C)N(C(=O)CCC(=O)Nc2cc(C)on2)c2ccc3c(c2)OCCO3)cc1 (centres undefined) was read as APJ agonist 0, MPTP inh -1.7, tim23-1 inh 21, APJ antag 3, TIM10 inh 2, tim10-1 inh 9, NLRP3 yeast inh -2, GRIN3A LBD mod -2 and MIN6 prolif -2.
For O=S(=O)(c1cccc(Cl)c1Cl)N1CCN(C(=S)NCCCN2CCOCC2)CC1 the results were APJ agonist 0, MPTP inh 1.9, tim23-1 inh 12, APJ antag 12, TIM10 inh -6, tim10-1 inh 13, NLRP3 yeast inh 9, GRIN3A LBD mod 1 and MIN6 prolif -3.
O=C1c2ccncc2C(=O)N1CNc1ccc(Cl)cc1 was read as APJ agonist -4, MPTP inh -1.0, tim23-1 inh 2, APJ antag -5, TIM10 inh -5, tim10-1 inh 16, NLRP3 yeast inh 6, GRIN3A LBD mod -13 and MIN6 prolif -2.
Screening CCC(=O)N1CCN(c2ccc(NC(=S)NC(=O)C(C)C)cc2)CC1 returned APJ agonist -3, MPTP inh -0.6, tim23-1 inh 16, APJ antag 2, TIM10 inh 8, tim10-1 inh 5, NLRP3 yeast inh 18, GRIN3A LBD mod -1 and MIN6 prolif -3.
CCn1c(SCC(=O)N(C)CCC#N)nc2cc(S(=O)(=O)N3CCOCC3)ccc21 was read as APJ agonist -2, MPTP inh 0.3, tim23-1 inh 13, APJ antag 14, TIM10 inh -3, tim10-1 inh 5, NLRP3 yeast inh 15, GRIN3A LBD mod 1 and MIN6 prolif -1.
`O=C(c1ccc(F)cc1)N1CCC(N2CCOCC2)CC1` gave APJ agonist -3, MPTP inh -1.1, tim23-1 inh 8, APJ antag 9, TIM10 inh 1, tim10-1 inh 4, NLRP3 yeast inh 7, GRIN3A LBD mod 0 and MIN6 prolif 2.
For CCCNC(=O)c1cc2ccccc2c(=O)o1 the results were APJ agonist 0, MPTP inh 0.3, tim23-1 inh 2, APJ antag 7, TIM10 inh -15, tim10-1 inh 7, NLRP3 yeast inh -3, GRIN3A LBD mod -3 and MIN6 prolif 0.
For NS(=O)(=O)c1ccc(CNC(=O)CNC(=O)c2ccc(Br)o2)cc1 the results were APJ agonist 4, MPTP inh -0.9, tim23-1 inh 1, APJ antag 11, TIM10 inh 5, tim10-1 inh -10, NLRP3 yeast inh -3, GRIN3A LBD mod -2 and MIN6 prolif 0.
CCN1C(=O)C(=O)N(CC(=O)N2CCC(C)Sc3ccccc32)C1=O (centres undefined) was read as APJ agonist 1, MPTP inh -2.5, tim23-1 inh 32, APJ antag -15, TIM10 inh 12, tim10-1 inh 14, NLRP3 yeast inh -6, GRIN3A LBD mod 1 and MIN6 prolif 0.

Quoted at random: 2 compounds from above, in no set order.
Screening CCC(=O)N1CCN(c2ccc(NC(=S)NC(=O)C(C)C)cc2)CC1 returned APJ agonist -3, MPTP inh -0.6, tim23-1 inh 16, APJ antag 2, TIM10 inh 8, tim10-1 inh 5, NLRP3 yeast inh 18, GRIN3A LBD mod -1 and MIN6 prolif -3.
O=C1c2ccncc2C(=O)N1CNc1ccc(Cl)cc1 was read as APJ agonist -4, MPTP inh -1.0, tim23-1 inh 2, APJ antag -5, TIM10 inh -5, tim10-1 inh 16, NLRP3 yeast inh 6, GRIN3A LBD mod -13 and MIN6 prolif -2.

Continued.
`COc1ccccc1NS(=O)(=O)c1cccc(C(=O)N2CCN(C(=O)c3ccco3)CC2)c1` gave APJ agonist -3, MPTP inh 1.9, tim23-1 inh 16, APJ antag -4, TIM10 inh 7, tim10-1 inh 9, NLRP3 yeast inh 9, GRIN3A LBD mod 4 and MIN6 prolif -2.
COCC(C)NCc1ccc(OC)c(Br)c1 (centres undefined) was read as APJ agonist -1, MPTP inh -0.2, tim23-1 inh -9, APJ antag 15, TIM10 inh -11, tim10-1 inh -9, NLRP3 yeast inh -1, GRIN3A LBD mod 0 and MIN6 prolif -3.
`CCc1nnc(NC(=O)c2c(C)nn(-c3ccccc3)c2Cl)s1` gave APJ agonist -1, MPTP inh -0.2, tim23-1 inh 21, APJ antag -13, TIM10 inh 12, tim10-1 inh 21, NLRP3 yeast inh 25, GRIN3A LBD mod 0 and MIN6 prolif -2.
CC(=O)Nc1ccc2c(c1)CCc1ccccc1-2 was read as APJ agonist -3, MPTP inh 1.7, tim23-1 inh 40, APJ antag 1, TIM10 inh 14, tim10-1 inh 39, NLRP3 yeast inh 28, GRIN3A LBD mod 10* and MIN6 prolif -3.
CC(C)C(NC(=O)OCc1ccccc1)C(=O)OCC(=O)NC1CC1 (centres undefined) was read as APJ agonist -3, MPTP inh -0.4, tim23-1 inh 6, APJ antag 16, TIM10 inh -4, tim10-1 inh -6, NLRP3 yeast inh 2, GRIN3A LBD mod -2 and MIN6 prolif -4.
O=C(NCc1ccc(OC(F)(F)F)cc1)C1CCC(=O)N(C2CC2)C1 (centres undefined) was read as APJ agonist 0, MPTP inh 1.0, tim23-1 inh -5, APJ antag 8, TIM10 inh 0, tim10-1 inh 4, NLRP3 yeast inh -1, GRIN3A LBD mod 3 and MIN6 prolif 0.
CCOc1ccccc1C1c2cc3c(cc2OC(C)(N2CCCC2)C1C)OCO3 (centres undefined) was read as APJ agonist 1, MPTP inh 3.0, tim23-1 inh 13, APJ antag -18, TIM10 inh 1, tim10-1 inh 9, NLRP3 yeast inh -19, GRIN3A LBD mod 4 and MIN6 prolif -1.
`Nc1nc(NC(=O)c2ccccc2)nn1-c1ccccc1` gave APJ agonist -2, MPTP inh 1.2, tim23-1 inh 12, APJ antag -4, TIM10 inh 9, tim10-1 inh -11, NLRP3 yeast inh 22, GRIN3A LBD mod 0 and MIN6 prolif -4.
`C#CCOCCOCCOCCNc1nc(N2CCN(C(=O)[C@H](CCCCN)n3cc([C@@H](N)CO)nn3)CC2)nc(N2CCN(C(=O)[C@H](Cc3cc4ccccc4[nH]3)n3cc([C@@H](N)CC(C)C)nn3)CC2)n1` gave APJ agonist 1, tim23-1 inh -6, APJ antag 16, TIM10 inh 94*, tim10-1 inh -19, NLRP3 yeast inh 11 and MIN6 prolif 0.
Cc1cc(C)c2nc(N3CCN(C)CC3)c(C#N)cc2c1 was read as APJ agonist 1, MPTP inh 1.2, tim23-1 inh 22, APJ antag -3, TIM10 inh 19, tim10-1 inh 22, NLRP3 yeast inh 14, GRIN3A LBD mod -3 and MIN6 prolif -3.
For O=C(NC1CCSc2ccccc21)c1ccccc1F (centres undefined) the results were APJ agonist -4, MPTP inh 0.4, tim23-1 inh 8, APJ antag 12, TIM10 inh -7, tim10-1 inh 15, NLRP3 yeast inh 11, GRIN3A LBD mod -1 and MIN6 prolif -2.
COc1ccc(-n2c(COc3ccc(C)cc3)nnc2SCc2ccc(C#N)cc2)cc1 was read as APJ agonist -4, MPTP inh -0.2, tim23-1 inh 28, APJ antag 1, TIM10 inh 28, tim10-1 inh 33, NLRP3 yeast inh 20, GRIN3A LBD mod 2 and MIN6 prolif -5.
For Cc1cc(-c2n[nH]c(=S)n2/N=C/c2ccco2)n[nH]1 the results were APJ agonist 1, MPTP inh 0.7, tim23-1 inh 3, APJ antag 6, TIM10 inh -4, tim10-1 inh -19, NLRP3 yeast inh 8, GRIN3A LBD mod -2 and MIN6 prolif -1.

This is a random part of the collection. About 7.2% of those tested had a hit in this group.
